Screens (PubChem)
NSD2 inh – inhibitors of human NSD2, primary screen, biochemical, plate reader, single point; NSD2-SET H3K36me1 DELFIA fluorescence; 44,000 compounds, 0.07% hits; inhibition, % at 12.5 µM; in the data active means inhibition above about 54%, passing the limit was not always enough;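 further: inhibitors reduce the monomethyl H3K36 fluorescence signal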
Target sequence (O96028 whole entry, looked up): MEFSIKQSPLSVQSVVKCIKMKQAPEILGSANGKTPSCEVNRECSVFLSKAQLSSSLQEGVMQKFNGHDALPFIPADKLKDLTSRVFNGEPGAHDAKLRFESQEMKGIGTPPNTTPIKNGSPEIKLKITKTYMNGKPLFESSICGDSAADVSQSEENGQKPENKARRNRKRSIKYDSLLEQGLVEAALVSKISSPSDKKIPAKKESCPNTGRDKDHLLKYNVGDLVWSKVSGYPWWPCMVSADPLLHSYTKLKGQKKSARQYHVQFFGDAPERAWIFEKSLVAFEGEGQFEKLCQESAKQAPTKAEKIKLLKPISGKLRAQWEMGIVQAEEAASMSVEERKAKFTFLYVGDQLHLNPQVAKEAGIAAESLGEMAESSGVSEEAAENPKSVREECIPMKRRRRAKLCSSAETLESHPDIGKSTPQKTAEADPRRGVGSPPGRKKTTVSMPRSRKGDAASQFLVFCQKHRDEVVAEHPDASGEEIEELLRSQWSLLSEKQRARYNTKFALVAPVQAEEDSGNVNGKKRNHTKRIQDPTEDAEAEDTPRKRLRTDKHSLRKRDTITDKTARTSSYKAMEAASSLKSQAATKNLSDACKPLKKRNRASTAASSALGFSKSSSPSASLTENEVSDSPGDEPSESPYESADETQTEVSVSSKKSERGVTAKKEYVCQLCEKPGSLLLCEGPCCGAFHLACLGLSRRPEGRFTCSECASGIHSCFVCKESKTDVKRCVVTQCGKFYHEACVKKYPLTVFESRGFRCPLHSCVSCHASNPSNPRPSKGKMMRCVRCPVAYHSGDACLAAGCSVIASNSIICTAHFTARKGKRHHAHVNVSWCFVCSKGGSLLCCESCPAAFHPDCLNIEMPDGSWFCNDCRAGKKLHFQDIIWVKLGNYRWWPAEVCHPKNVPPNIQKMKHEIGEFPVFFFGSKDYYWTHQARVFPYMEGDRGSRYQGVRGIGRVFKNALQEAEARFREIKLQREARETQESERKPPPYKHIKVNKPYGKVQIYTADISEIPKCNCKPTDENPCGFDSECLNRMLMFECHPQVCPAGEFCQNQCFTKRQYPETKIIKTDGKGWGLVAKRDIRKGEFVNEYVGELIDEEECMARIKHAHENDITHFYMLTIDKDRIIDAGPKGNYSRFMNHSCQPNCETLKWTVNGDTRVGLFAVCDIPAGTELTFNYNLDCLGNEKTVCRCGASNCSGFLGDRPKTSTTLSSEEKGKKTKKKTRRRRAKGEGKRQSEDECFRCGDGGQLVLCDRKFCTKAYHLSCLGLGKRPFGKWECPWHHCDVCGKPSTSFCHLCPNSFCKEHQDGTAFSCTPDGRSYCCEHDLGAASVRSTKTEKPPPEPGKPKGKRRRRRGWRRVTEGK
* = called active by the depositor.

SMILES | NSD2 inh
O=C(N/N=C/c1cccs1)c1ccccc1O | 3
C[C@@H]1CN([C@@H](C)CO)C(=O)Cc2cc(NC(=O)Nc3cccc4ccccc34)ccc2O[C@@H]1CN(C)Cc1ccc(C(F)(F)F)cc1 | 5
C[C@H]1CCCCO[C@H](CN(C)C(=O)Nc2ccc3c(c2)OCO3)[C@@H](C)CN([C@@H](C)CO)C(=O)c2cc(NC(=O)C3CCCCC3)ccc2O1 | -7
C/C=C/c1cnc2c(c1)C(=O)N([C@H](C)CO)C[C@@H](C)[C@H](CN(C)C(=O)Nc1c(C)noc1C)O2 | -2
C[C@@H]1CN([C@H](C)CO)C(=O)c2cc(NC(=O)Cc3ccccc3)ccc2O[C@@H](C)CCCCO[C@H]1CN(C)Cc1ccc(Cl)c(Cl)c1 | 2
OCc1cc2c(cn1)[nH]c1ccccc12 | 2
C[C@H](CO)N1C[C@H](C)[C@@H](CN(C)C(=O)NC2CCCCC2)Oc2c(NS(C)(=O)=O)cccc2C1=O | -1
Cc1noc(C)c1NC(=O)Nc1cccc2c1O[C@@H](CN(C)Cc1ccc(C(F)(F)F)cc1)[C@@H](C)CN([C@@H](C)CO)C2=O | 26
CCOC(=O)C1=CC[C@@H](c2ccccc2)[C@@]12CC/C(=C\c1ccccc1)C2=O | 9
COc1ccc(S(=O)(=O)Nc2ccc3c(c2)CC(=O)N([C@@H](C)CO)C[C@H](C)[C@@H](CN(C)S(=O)(=O)c2ccc(F)cc2)O3)cc1 | -4
C[C@H]1CN([C@@H](C)CO)S(=O)(=O)c2ccc(-c3cccnc3)cc2O[C@H]1CN(C)C(=O)CC1CC1 | 10
C[C@@H]1CN([C@@H](C)CO)C(=O)c2cc(NC(=O)Nc3ccc(C(F)(F)F)cc3)ccc2O[C@@H](C)CCCCO[C@@H]1CN(C)S(=O)(=O)c1ccc(F)cc1 | -8
CC(=O)NC1=NN(C(C)=O)C(/C=C/c2ccccc2)S1 (centres undefined) | 1
CNC[C@@H]1OCCCC[C@H](C)Oc2ccc(NS(=O)(=O)c3cn(C)cn3)cc2C(=O)N([C@@H](C)CO)C[C@H]1C | 4
Cc1noc(C)c1S(=O)(=O)N(C)C[C@H]1Oc2c(NC(=O)C3CCOCC3)cccc2C(=O)N([C@@H](C)CO)C[C@H]1C | -1

Sorted by length of the SMILES (largest number first): some entries from above
SMILES | NSD2 inh
C[C@@H]1CN([C@@H](C)CO)C(=O)c2cc(NC(=O)Nc3ccc(C(F)(F)F)cc3)ccc2O[C@@H](C)CCCCO[C@@H]1CN(C)S(=O)(=O)c1ccc(F)cc1 | -8
COc1ccc(S(=O)(=O)Nc2ccc3c(c2)CC(=O)N([C@@H](C)CO)C[C@H](C)[C@@H](CN(C)S(=O)(=O)c2ccc(F)cc2)O3)cc1 | -4
Cc1noc(C)c1NC(=O)Nc1cccc2c1O[C@@H](CN(C)Cc1ccc(C(F)(F)F)cc1)[C@@H](C)CN([C@@H](C)CO)C2=O | 26
CCOC(=O)C1=CC[C@@H](c2ccccc2)[C@@]12CC/C(=C\c1ccccc1)C2=O | 9

The list goes on:
SMILES | NSD2 inh
C[C@H]1CN([C@@H](C)CO)C(=O)Cc2cc(NC(=O)Nc3ccc(C(F)(F)F)cc3)ccc2O[C@@H]1CN(C)Cc1ccc(-c2ccccc2)cc1 | 3
O=P(O)(C1Cc2ccccc2C1)C(O)c1ccco1 (centres undefined) | 0
C[C@H]1CN([C@@H](C)CO)C(=O)Cc2cc(NS(=O)(=O)c3cn(C)cn3)ccc2O[C@@H]1CN(C)S(=O)(=O)c1ccc(Cl)cc1 | 21
C[C@@H]1CN([C@@H](C)CO)C(=O)c2cccc(NS(=O)(=O)c3cccs3)c2O[C@H]1CN(C)S(=O)(=O)c1cn(C)cn1 | 2
CC(C)CC#Cc1ccc2c(c1)O[C@@H](CN(C)C(=O)c1cnccn1)[C@H](C)CN([C@@H](C)CO)S2(=O)=O | 6
C[C@H]1CN([C@@H](C)CO)C(=O)Cc2cc(NC(=O)C3CC3)ccc2O[C@H]1CN(C)C(=O)Nc1ccc(C(F)(F)F)cc1 | 1
C[C@@H]1CN([C@@H](C)CO)S(=O)(=O)c2ccc(-c3ccc(C(=O)N(C)C)cc3)cc2O[C@@H]1CN(C)C(=O)C1CCOCC1 | -3
Cc1noc(C)c1NC(=O)Nc1cccc2c1O[C@H](CN(C)C(=O)Nc1ccc3c(c1)OCO3)[C@@H](C)CN([C@@H](C)CO)C2=O | 1
COc1ccc(OC(=O)N(C)C[C@H]2OCc3cn(nn3)CCCC(=O)N([C@@H](C)CO)C[C@@H]2C)cc1 | 5
C/C=C/c1ccc2c(c1)O[C@@H](CN(C)C(=O)c1cnccn1)[C@H](C)CN([C@@H](C)CO)S2(=O)=O | -1
C[C@H](CO)N1C[C@H](C)[C@@H](CN(C)S(=O)(=O)c2cn(C)cn2)Oc2ccc(NC(=O)CCCCCC(=O)Nc3ccccc3N)cc2CC1=O | 5
C[C@@H]1CCCCO[C@H](CN(C)C(=O)Cc2ccccc2)[C@H](C)CN([C@@H](C)CO)C(=O)c2cc(NC(=O)Nc3ccccc3)ccc2O1 | -3
CCCNC(=O)C[C@@H]1C[C@@H]2c3cc(NC(=O)C4CCC4)ccc3O[C@@H]2[C@@H](CO)O1 | -2
C[C@H]1CN([C@@H](C)CO)C(=O)c2cccc(NS(=O)(=O)c3ccc(Cl)cc3)c2O[C@@H]1CN(C)Cc1ccc(-c2ccccc2)cc1 | -4
C[C@@H]1CCCCO[C@H](CN(C)C)[C@H](C)CN([C@@H](C)CO)C(=O)c2cc(NC(=O)CCCN(C)C)ccc2O1 | -4
C[C@@H]1CN([C@@H](C)CO)S(=O)(=O)c2ccc(Br)cc2O[C@@H]1CN(C)Cc1ccccc1 | -2
C[C@@H]1CN([C@@H](C)CO)C(=O)Cc2cc(NC(=O)Nc3ccc4c(c3)OCO4)ccc2O[C@@H]1CN(C)S(=O)(=O)c1cccs1 | -4
C[C@@H]1CN([C@H](C)CO)S(=O)(=O)c2ccc(C#Cc3ccccc3)cc2O[C@@H]1CN(C)S(=O)(=O)c1cn(C)cn1 | 2
Cc1noc(C)c1S(=O)(=O)Nc1ccc2c(c1)C(=O)N([C@H](C)CO)C[C@H](C)[C@@H](CN(C)S(=O)(=O)c1cccs1)OCCCC[C@@H](C)O2 | 3
C[C@@H]1CN([C@@H](C)CO)S(=O)(=O)c2ccc(C#CC3(O)CCCC3)cc2O[C@H]1CN(C)C(=O)c1cccnc1 | 4
O=C(C[C@@H]1C[C@@H]2c3cc(NC(=O)Cc4ccncc4)ccc3O[C@@H]2[C@@H](CO)O1)NCc1ccc2c(c1)OCO2 | 4
COc1ccc(NC(=O)Nc2cccc3c2O[C@H](CN(C)C(=O)Nc2ccc(OC)cc2)[C@H](C)CN([C@H](C)CO)C3=O)cc1 | -6
CN(C)CC(=O)Nc1ccc2c(c1)[C@@H]1C[C@@H](CC(=O)NCCN3CCCCC3)O[C@@H](CO)[C@@H]1O2 | -10
C[C@@H]1CCCCO[C@H](CN(C)C(=O)Nc2ccccc2)[C@H](C)CN([C@H](C)CO)C(=O)c2cc(NS(C)(=O)=O)ccc2O1 | -1
Cc1noc(C)c1S(=O)(=O)N(C)C[C@H]1Oc2c(NC(=O)C3CCCCC3)cccc2C(=O)N([C@H](C)CO)C[C@H]1C | 7
Cc1ccc(S(=O)(=O)N(C)C[C@H]2Oc3ccc(NC(=O)C4CC4)cc3C(=O)N([C@@H](C)CO)C[C@H]2C)cc1 | -3
C[C@@H]1CN([C@H](C)CO)C(=O)c2cc(C#CCc3ccccc3)cnc2O[C@@H]1CN(C)C(=O)Cc1cccnc1 | -1
O=C(C[C@H]1C[C@@H]2c3cc(NC(=O)Nc4ccc(C(F)(F)F)cc4)ccc3O[C@@H]2[C@@H](CO)O1)NCC1CC1 | -7
COC(=O)C[C@H]1C=C[C@@H](NC(=O)c2ccccc2)[C@@H](CO)O1 | 6
COC(=O)c1c(CC[C@@H](CO)NC(=O)N[C@H](Cc2ccccc2)Cn2cc(-c3ccccn3)nn2)oc(C(C)=O)c1C(=O)OC | 5
CN1CCN(C(=O)C2=C[C@@H](c3ccc(Br)cc3)C[C@@H](OCCCCO)O2)CC1 | 5
C[C@H](CO)N1C[C@H](C)[C@H](CN(C)S(=O)(=O)c2ccc(F)cc2)OCCCC[C@H](C)Oc2ccc(NC(=O)Nc3ccc(F)cc3)cc2C1=O | 20
C[C@H](CO)N1C[C@H](C)[C@H](CN(C)C(=O)Nc2ccc(C(F)(F)F)cc2)Oc2ncc(C3=CCCC3)cc2C1=O | -15
COc1cccc(-c2ccc3c(c2)O[C@H](CN(C)C(=O)c2ccccc2F)[C@@H](C)CN([C@H](C)CO)S3(=O)=O)c1 | -2
Cc1noc(C)c1S(=O)(=O)N(C)C[C@@H]1Oc2ccc(NC(=O)CCC(F)(F)F)cc2CC(=O)N([C@@H](C)CO)C[C@@H]1C | -1
CC(C)CC#Cc1ccc2c(c1)O[C@H](CN(C)C(=O)CC1CC1)[C@@H](C)CN([C@H](C)CO)S2(=O)=O | 13
C[C@@H]1CN([C@@H](C)CO)C(=O)c2cc(NC(=O)Nc3ccccc3)ccc2O[C@@H]1CN(C)Cc1ccc(-c2ccccc2)cc1 | 1
COc1ccccc1-c1cnc2c(c1)C(=O)N([C@H](C)CO)C[C@H](C)[C@@H](CN(C)C)O2 | 4
Cc1noc(C)c1S(=O)(=O)N(C)C[C@H]1OCCCC[C@@H](C)Oc2ccc(NS(=O)(=O)c3cn(C)cn3)cc2C(=O)N([C@H](C)CO)C[C@@H]1C | 5
COC(=O)C(CC#Cc1ccc2c(c1)[C@]1(C(=O)N2)[C@H](C(=O)N2CCc3cc(OC)c(OC)cc3C2)[C@H]2C(=O)O[C@H](c3ccccc3)[C@H](c3ccccc3)N2[C@@H]1c1ccc(O)cc1)C(=O)OC | 5
CC(C)CC#Cc1cnc2c(c1)C(=O)N([C@@H](C)CO)C[C@@H](C)[C@H](CN(C)Cc1cccc(F)c1)O2 | -5
C[C@@H]1CCCCO[C@@H](CN(C)C)[C@H](C)CN([C@H](C)CO)C(=O)c2cc(NS(=O)(=O)c3ccc(F)cc3)ccc2O1 | 3
CCOC(=O)C1(CCC#N)C(=O)C=C(c2ccc(OC)cc2)CC1c1ccc2ccccc2c1 (centres undefined) | 1
C[C@H]1CN([C@@H](C)CO)C(=O)c2cc(NC(=O)Cc3ccccc3)ccc2O[C@@H]1CN(C)C(=O)Nc1ccc(C(F)(F)F)cc1 | -9
COc1ccc(CN(C)C[C@@H]2Oc3ccc(NS(C)(=O)=O)cc3C(=O)N([C@@H](C)CO)C[C@@H]2C)cc1 | -2

Quoted from the listing:
C/C=C/c1ccc2c(c1)O[C@@H](CN(C)C(=O)c1cnccn1)[C@H](C)CN([C@@H](C)CO)S2(=O)=O in NSD2 inh is entered as -1
C[C@@H]1CN([C@H](C)CO)C(=O)c2cc(NC(=O)Cc3ccccc3)ccc2O[C@@H](C)CCCCO[C@H]1CN(C)Cc1ccc(Cl)c(Cl)c1 in NSD2 inh is entered as 2
CCCNC(=O)C[C@@H]1C[C@@H]2c3cc(NC(=O)C4CCC4)ccc3O[C@@H]2[C@@H](CO)O1 in NSD2 inh is entered as -2
O=C(C[C@H]1C[C@@H]2c3cc(NC(=O)Nc4ccc(C(F)(F)F)cc4)ccc3O[C@@H]2[C@@H](CO)O1)NCC1CC1 in NSD2 inh is entered as -7
O=C(C[C@@H]1C[C@@H]2c3cc(NC(=O)Cc4ccncc4)ccc3O[C@@H]2[C@@H](CO)O1)NCc1ccc2c(c1)OCO2 in NSD2 inh is entered as 4

Carrying on:
SMILES | NSD2 inh
C[C@H](O)C#Cc1ccc2c(c1)O[C@@H](CN(C)CC1CC1)[C@H](C)CN([C@H](C)CO)S2(=O)=O | 7
C[C@@H]1CN([C@@H](C)CO)C(=O)c2cc(-c3cccnc3)cnc2O[C@@H]1CN(C)C(=O)Nc1ccc(F)cc1 | 6
COc1ccc(-c2cnc3c(c2)C(=O)N([C@@H](C)CO)C[C@@H](C)[C@H](CN(C)C(=O)C2CCCCC2)O3)cc1 | -6
O=C(C[C@H]1C[C@H]2c3cc(NC(=O)C4CCC4)ccc3O[C@H]2[C@@H](CO)O1)NCc1cccc(F)c1 | -1
C[C@H]1CN([C@@H](C)CO)C(=O)c2cccc(N(C)C)c2O[C@@H]1CN(C)Cc1ccc(Cl)c(Cl)c1 | -6
COc1ccc(C2OCC3C(c4cc(OC)c5c(c4)OCO5)OCC23)cc1OC (centres undefined) | 3
C[C@@H]1CN([C@H](C)CO)C(=O)c2cccc(NC(=O)c3ccncc3)c2O[C@H]1CN(C)Cc1ccc(C(=O)Nc2ccccc2N)cc1 | 4
C[C@H]1CN([C@@H](C)CO)C(=O)c2cc(NS(=O)(=O)c3ccccc3)ccc2O[C@H]1CN(C)Cc1ccc(C(=O)Nc2ccccc2N)cc1 | 0
C[C@H](CO)N1C[C@H](C)[C@H](CN(C)Cc2ccccc2)Oc2c(NC(=O)Nc3ccccc3)cccc2C1=O | 5
O=C(C[C@H]1C[C@H]2c3cc(NC(=O)C4CCOCC4)ccc3O[C@H]2[C@@H](CO)O1)NCc1cccc(F)c1 | -2
C[C@H](CO)N1C[C@H](C)[C@@H](CN(C)Cc2ccc(C(=O)Nc3ccccc3N)cc2)Oc2c(NC(=O)Nc3ccccc3)cccc2C1=O | 2
C[C@@H]1CN([C@H](C)CO)C(=O)c2cc(/C=C/c3ccccc3)cnc2O[C@H]1CN(C)Cc1cccc(C(=O)O)c1 | 0
CN(C)C(=O)[C@@]1(Cc2ccccc2N=[N+]=[N-])N=C(c2ccc(OCCCO)cc2)O[C@H]1c1ccccc1N=[N+]=[N-] | 7
CCCNC(=O)C[C@@H]1C[C@H]2c3cc(NC(=O)NC4CCCCC4)ccc3O[C@H]2[C@H](CO)O1 | -9

These rows are one share of the data. The share of hits here may be higher or lower than overall.
